# Hsp70 activator: Hsp70 transcriptional activators, primary screen, cell-based, HeLa, Hsp70 promoter luciferase, luminescence, 10 µM; hit rate 0.04% among 200,000; activation, % at 10 µM; HeLa Hsp70 promoter luciferase reporter; scaled: vehicle 0, proteasome-inhibitor control 100%;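 active = activation above the mean across all tested compounds plus 3 SD, cutoff set per campaign, cut at about 5.5% in these data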;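 also: 100% = MG132 at 30 µM as the positive control and 0% = DMSO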
# Redox H2O2 prof: compounds producing H2O2 with reducing agent – biochemical, NIH compound library profiling, artefact control for MLSCN library redox annotation, primary screen; DTT-dependent redox cycling H2O2, phenol red/HRP absorbance; 100% = 100 µM peroxide control, 0% = buffer; activation, % at 10 µM; AID 878, 2007; hit rate 0.03% among 200,000;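 active = activation of at least 50% relative to the plate's high and low controls in the primary single-dose screen; inactive = activation below 50%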;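 also: compound incubated with DTT at 0.8 mM final as the reducing agent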
# APP 5'UTR act: activators of APP 5'UTR luciferase reporter, primary screen, SH-SY5Y cells; SH-SY5Y APP 5'UTR luciferase reporter, luminescence; zero percent = DMSO vehicle wells; activation, % at 2 µM; hit rate 1% among 190,000;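 active = activation above a set limit, based on mean plus 3 SD of controls, cut at about 140% in these data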; also: values of inactives mirror those of a sister screen read the other way
# STAT3 blocker: IL-6 driven STAT3 reporter inhibitors, primary screen, U3A cells, luciferase, luminescence, MLSCN library; IL-6 STAT3-luciferase reporter; host cell line lacks STAT1; hit rate 0.89% among 190,000; inhibition, % at 5.5 µM;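 active = inhibition above the mean inhibition across all screened compounds plus 3 SD, cut at about 44% in these data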;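 also: 0% = DMSO only wells and 100% = 100 µM nifuroxazide control wells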
# STAT1 activator: STAT1 signaling activators, primary screen, cell-based, HTS, luciferase reporter. hit rate 2.6% among 200,000. activation (% of control), % at 5.5 µM. AID 932, 2007. NIH 3T3 STAT1-luciferase reporter, IFN-gamma, luminescence; 100% = IFN-gamma alone, no compound;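 active = activation above the screen-wide mean activation plus 3 SD, cut at about 130% in these data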;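 also: raw ratio to IFN-gamma control signal so 100% means no change and 0% no light; values of inactives mirror those of a sister screen read the other way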
# TLR4-MyD88 BLA: inhibitors of TLR4-MyD88 association in cells, primary screen, cell-based, HeLa CL3-4, BLA complementation, FRET ratio; hit rate 0.18% among 200,000; inhibition, % at 8.4 µM; HeLa CL3-4 TLR4/MyD88 BLA complementation; AID 861, 2007; in the data active = inhibition above about 25%;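 also: 0% = vehicle and 100% = reference inhibitor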
# Target sequence (O00206 whole entry, looked up): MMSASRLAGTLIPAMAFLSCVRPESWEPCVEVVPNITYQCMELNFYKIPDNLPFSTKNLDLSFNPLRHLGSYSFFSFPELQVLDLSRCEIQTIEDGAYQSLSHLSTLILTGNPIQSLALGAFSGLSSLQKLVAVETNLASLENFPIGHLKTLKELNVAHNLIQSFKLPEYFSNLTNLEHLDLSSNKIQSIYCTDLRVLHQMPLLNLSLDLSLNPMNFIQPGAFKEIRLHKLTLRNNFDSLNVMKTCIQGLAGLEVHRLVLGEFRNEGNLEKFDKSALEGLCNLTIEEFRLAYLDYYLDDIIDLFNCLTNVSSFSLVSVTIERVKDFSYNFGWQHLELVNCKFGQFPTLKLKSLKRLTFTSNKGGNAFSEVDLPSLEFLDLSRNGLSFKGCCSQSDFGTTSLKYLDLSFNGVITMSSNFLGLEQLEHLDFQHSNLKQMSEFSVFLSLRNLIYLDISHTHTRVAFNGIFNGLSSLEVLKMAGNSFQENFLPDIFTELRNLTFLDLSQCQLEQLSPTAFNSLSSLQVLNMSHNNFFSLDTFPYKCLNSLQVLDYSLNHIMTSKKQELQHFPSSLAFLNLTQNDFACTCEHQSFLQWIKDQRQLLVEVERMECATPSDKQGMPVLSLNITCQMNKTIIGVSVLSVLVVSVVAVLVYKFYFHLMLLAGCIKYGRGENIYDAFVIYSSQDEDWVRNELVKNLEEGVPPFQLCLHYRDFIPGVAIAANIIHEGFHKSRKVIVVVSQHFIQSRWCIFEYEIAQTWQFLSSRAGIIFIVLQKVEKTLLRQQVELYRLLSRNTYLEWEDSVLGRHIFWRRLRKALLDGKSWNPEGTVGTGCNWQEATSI
# Target sequence (Q99836 whole entry, looked up): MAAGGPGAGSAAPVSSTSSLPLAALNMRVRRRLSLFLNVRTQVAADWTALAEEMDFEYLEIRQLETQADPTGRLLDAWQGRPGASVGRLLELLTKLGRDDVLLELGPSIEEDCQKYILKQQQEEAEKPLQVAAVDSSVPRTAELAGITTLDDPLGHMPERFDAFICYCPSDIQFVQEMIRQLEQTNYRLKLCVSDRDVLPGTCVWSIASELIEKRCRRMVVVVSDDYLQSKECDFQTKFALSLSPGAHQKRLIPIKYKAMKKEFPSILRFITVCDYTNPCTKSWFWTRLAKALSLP
# HMGR II inh: inhibitors of E. faecalis class II HMGR, primary screen, biochemical, Enterococcus faecalis | HMG-CoA reductase (Enterococcus faecalis, mvaE) | purified E. faecalis HMGR, NADPH absorbance 340 nm kinetic | inhibition, % at 10 µM | hit rate 0.41% among 190,000 | AID 1066, 2008;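 active = inhibition above a set limit, the median over all tested compounds plus 3 SD, cut at about 9.5% in these data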;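 also: enzyme runs in reverse so mevalonate oxidation gives rising NADPH absorbance; 0% = complete reaction with DMSO and 100% = background rate lacking mevalonate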
# NF-kB expr up: activators of NF-kB expression in neurons, primary screen, cell-based, HTS; human neuronal cells, NF-kB reporter expression; hits give high values; fold change at 12.5 µM; hit rate 1.6% among 190,000; in the data active = fold change above about 3.3
# STAT3 activator: IL-6 driven STAT3 reporter potentiators, primary screen, U3A cells, luciferase, luminescence, MLSCN library; IL-6 STAT3-luciferase reporter; 100% = signal with IL-6 EC80 alone; activation (% of control), % at 5.6 µM; hit rate 0.91% among 190,000;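 active = activation above the screen-wide mean of compound activation plus 3 SD, cut at about 130% in these data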;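 also: 0% = background luminescence of wells with medium and substrate only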
#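 Test system: STAT3-luciferase reporter U3A cells; Detection: reporter luminescence signal; Times: 1 h compound pre-exposure, 6 h IL-6 stimulation, 37 °C; Benchmarks: IL-6-only high control; Also added: IL-6 stimulus at 33 ng/mL final.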
# STAT1 blocker: STAT1 signaling inhibitors, primary screen, cell-based, HTS, luciferase reporter; NIH 3T3 STAT1-luciferase reporter, IFN-gamma, luminescence; inhibition, % at 5.5 µM; hit rate 0.35% among 200,000;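 active = inhibition above a set limit, the mean inhibition across all tested compounds plus 3 SD, cut at about 34% in these data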;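 also: 0% = IFN-gamma with DMSO and 100% = IFN-gamma with 300 µM nifuroxazide; values of inactives mirror those of a sister screen read the other way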
# * hit, by the source's call; . = no result given.
SMILES,Hsp70 activator,Redox H2O2 prof,APP 5'UTR act,STAT3 blocker,STAT1 activator,TLR4-MyD88 BLA,HMGR II inh,NF-kB expr up,STAT3 activator,STAT1 blocker
CCc1nnc(NC(=O)C2CCCN(c3nc4ccccc4s3)C2)s1 (stereo not drawn),0.0,-0.1,3,8,106,-7,-1,1.4,94,-7
O=C(c1ccco1)N1CCN(C(=O)c2cc3c(=O)oc4ccccc4c3s2)CC1,-0.1,-1.5,-14,4,91,4,-5,0.97,99,10
O=C(NN1C(=O)c2ccc(-c3ccc4c(c3)C(=O)N(NC(=O)c3cccnc3)C4=O)cc2C1=O)c1cccnc1,0.7,0.3,42,4,105,-15,-1,1,98,-7
CC(=O)c1ccc(OC2OCCOC2Oc2ccc(C(C)=O)cc2)cc1 (stereo not drawn),-0.2,-0.3,28,-1,104,1,-1,1.2,100,-4
CCn1c(SCc2ccc(C(=O)OC)o2)nnc1-c1c[nH]c2ccccc12,-0.1,-0.6,.,14,93,2,-8,1,95,8
COc1ccc(Cn2cc(C(=O)c3ccccc3)c(=O)c3cc(OC)ccc32)cc1,-0.1,0.4,13,2,94,0,6,0.75,98,7
COC(=O)c1sccc1NC(=O)CSc1ccccc1NC(=O)CNC(C)C,0.1,-0.8,21,14,105,-21,-3,1.1,96,-7
O=c1c(C(c2nnnn2C2CCCCC2)N2CCCCC2)coc2ccc(Cl)cc12 (stereo not drawn),0.0,-1.2,5,0,94,5,-6,1.3,103,8
CCNC(=O)COC(=O)c1sccc1C,-0.3,-1.8,10,6,103,4,-3,1.2,98,-4
Cc1cc(C(=O)NCCc2ccccc2)c2cc(F)ccc2n1,0.2,-1.9,13,0,94,-4,-7,1.1,103,5
COc1ccccc1NC(=O)Cn1c(=O)c(N(C)C)c(N)n(C)c1=O,-0.2,-0.9,-1,10,100,10,-1,1.4,93,-1
O=S1(=O)N=C(Oc2cccc3ccccc23)c2ccccc21,0.3,2.7,-4,-25,103,-7,1,0.85,124,-3
Cc1nn(C)c(Oc2ccccc2)c1CCNC(=O)CCl,-0.2,0.2,0,15,99,-8,1,1.2,96,1
Cc1ccc(S(=O)(=O)N2CCN(S(=O)(=O)N3CCCCC3)CC2)cc1,0.0,3.0,-30,-5,105,-12,0,1.1,106,-5
CCN1CCN(C(=S)Nc2ccc(Cl)c(Cl)c2)CC1,-0.1,-0.6,9,-1,98,18,-3,0.97,100,3
CCCn1nc(-c2ccccc2)c2nc3ccccc3nc21,1.0,-1.6,-12,19,102,16,-4,1.3,89,-3
Cc1cc(NC(=O)c2ccc3c(c2)OCO3)no1,0.2,3.0,92,18,118,-2,-2,2.9,88,-19
CCCSc1nnc(NC(=O)c2ccco2)s1,-0.1,-0.9,25,25,110,-17,-6,1.4,84,-13
O=Cc1cn(CCC(=O)O)nc1-c1cccc2ccccc12,0.1,0.0,-20,-6,98,-11,-9,1,107,0
Cn1cc(C(=O)NC2CCCCCCC2)c(=O)c2cc(S(=O)(=O)N3CCCC3)ccc21,0.0,-1.8,6,8,101,15,-3,1.4,97,1
CC(C)(CNS(=O)(=O)c1ccc(Cl)cc1)N1CCCCC1,-0.1,-0.5,4,6,95,0,-6,1.1,101,6
Cc1cc(-c2nc3ccccc3[nH]2)ccc1N,-0.3,-0.2,107,29,116,-2,0,5*,79,-20
CCOC(=O)c1c(C)n(C)c2ccc(OC)c(NC(=O)CN3CCCCC3)c12,0.2,-0.2,-4,19,100,6,-8,1.2,86,0
COc1ccc(Nc2cc(C)nc3ccccc23)cc1,-0.4,0.1,-5,16,101,2,-3,0.86,86,3
NC(=O)CSc1nnnn1CC(CC(=O)O)c1ccccc1 (stereo not drawn),1.2,2.6,-5,-8,108,-17,-6,1.1,111,-9
CCCCN(c1ccccc1)S(=O)(=O)c1ccc2c(c1)CCN2C(=O)CCC(=O)O,0.1,1.7,-18,13,95,5,-9,1,93,6
O=C(CC1COc2ccccc2O1)NCc1ccccc1 (stereo not drawn),-0.4,-0.3,2,-3,96,6,1,1.1,106,4
CCOC(=O)N1CCN(CC(=O)Nc2c(C(=O)OC)[nH]c3cc(C)ccc23)CC1,-0.3,2.0,16,-16,93,-2,0,1.2,116,8
CCOC(=O)c1cnn(-c2ncnc3sc(CC)cc23)c1N,1.9,0.2,2,-49,102,-3,-5,1.4,144*,-2
O=S(=O)(NCc1ccc2c(c1)OCO2)c1ccc2c(c1)oc1ccccc12,-0.4,0.8,-10,3,103,3,-3,1.1,101,-1
CCOc1ccc2ccccc2c1C(=O)Nc1cc(=O)n(C)c(=O)n1C,-0.1,-2.0,7,4,95,-4,-3,0.84,101,6
CCOC(=O)/C(=N\O)C1=NC(C)(C)Cc2ccccc21,-0.3,-0.3,-9,1,96,-7,1,1.1,103,4
O=C(CNC(=O)c1ccc(F)cc1)N/N=C/c1cc(Br)ccc1OCc1ccccc1,-0.2,-0.3,-1,9,103,-6,-5,0.93,94,-3
CC(OC(=O)CC1CC2CCC1C2)C(=O)Nc1ccc(N2CCOCC2)cc1 (stereo not drawn),-0.2,-0.2,1,2,106,6,-7,1.1,102,-8
CCOc1cc(C(=O)Nc2nnc(CC)s2)ccc1OCC(=O)N1CCOCC1,-0.3,-3.8,32,-2,100,4,-5,1.1,104,0
O=C(c1ccc(F)cc1)C1CCN(C(=O)c2ccncc2)CC1,-0.5,1.6,14,2,95,0,-5,0.76,100,6
O=C(O)CSC(C(=O)Nc1ccc(Br)cc1)c1ccc(Cl)cc1 (stereo not drawn),-0.1,-1.2,-7,9,100,-9,-4,1.2,98,-1
O=c1cc(CSc2nc3ccccc3[nH]2)c2ccccc2[nH]1,-0.1,0.7,.,11,96,10,1,1.6,91,-6
CN(C)CCN=Cc1c(O)n(Cc2ccc3c(c2)OCO3)c(=O)c2ccccc12,-0.1,-0.2,-3,-3,101,5,-2,1,104,-2
CNC(=O)c1ccsc1NC(=O)CCS(=O)(=O)c1ccccc1,0.3,-0.3,10,4,102,8,-4,1,101,-1

# Of the compounds above, these have bromine:
SMILES,Hsp70 activator,Redox H2O2 prof,APP 5'UTR act,STAT3 blocker,STAT1 activator,TLR4-MyD88 BLA,HMGR II inh,NF-kB expr up,STAT3 activator,STAT1 blocker
O=C(CNC(=O)c1ccc(F)cc1)N/N=C/c1cc(Br)ccc1OCc1ccccc1,-0.2,-0.3,-1,9,103,-6,-5,0.93,94,-3
O=C(O)CSC(C(=O)Nc1ccc(Br)cc1)c1ccc(Cl)cc1 (stereo not drawn),-0.1,-1.2,-7,9,100,-9,-4,1.2,98,-1

# The listing picks up with the six entries that preceded the break.
SMILES,Hsp70 activator,Redox H2O2 prof,APP 5'UTR act,STAT3 blocker,STAT1 activator,TLR4-MyD88 BLA,HMGR II inh,NF-kB expr up,STAT3 activator,STAT1 blocker
CCOc1cc(C(=O)Nc2nnc(CC)s2)ccc1OCC(=O)N1CCOCC1,-0.3,-3.8,32,-2,100,4,-5,1.1,104,0
O=C(c1ccc(F)cc1)C1CCN(C(=O)c2ccncc2)CC1,-0.5,1.6,14,2,95,0,-5,0.76,100,6
O=C(O)CSC(C(=O)Nc1ccc(Br)cc1)c1ccc(Cl)cc1 (stereo not drawn),-0.1,-1.2,-7,9,100,-9,-4,1.2,98,-1
O=c1cc(CSc2nc3ccccc3[nH]2)c2ccccc2[nH]1,-0.1,0.7,.,11,96,10,1,1.6,91,-6
CN(C)CCN=Cc1c(O)n(Cc2ccc3c(c2)OCO3)c(=O)c2ccccc12,-0.1,-0.2,-3,-3,101,5,-2,1,104,-2
CNC(=O)c1ccsc1NC(=O)CCS(=O)(=O)c1ccccc1,0.3,-0.3,10,4,102,8,-4,1,101,-1
COc1ccc([N+](=O)[O-])cc1NC(=O)c1ccc(CN(c2ccccc2)S(C)(=O)=O)cc1,-0.3,0.3,-10,5,99,-15,3,1,96,1
CC1CCCCN1CCNS(=O)(=O)c1ccc2c(c1)oc(=O)n2C (stereo not drawn),0.1,-3.5,3,7,97,-8,-4,0.87,99,3
COC(=O)c1cccnc1-n1c(=O)c2cccnc2n(Cc2cccc(OC)c2)c1=O,.,-3.7,19,.,.,.,-4,0.83,.,.
Cn1c(=O)n(C)c2cc(NC(=O)CSc3nnc(-c4ccccc4O)n3-c3ccccc3)ccc21,-0.2,-2.7,-9,18,93,0,-2,0.99,89,9
CC(=O)c1c(C)nc2ccc(Br)cc2c1-c1ccccc1,-0.1,-0.3,1,12,95,6,0,0.86,92,4
CCOc1cc(NC(=S)Nc2ccccc2)c(OCC)cc1NC(=O)c1ccccc1,-0.2,2.3,-5,15,95,-2,-1,0.89,92,5
O=C(NC(CO)c1ccccc1)c1ccco1 (stereo not drawn),0.0,0.2,2,3,98,7,-2,1.1,103,2
COc1ccc(CNC(=O)c2cc3c(s2)CN(Cc2ccccc2)C3)cc1,-0.3,-0.2,-7,3,105,9,-7,1.3,103,-7
COc1ccc(/C(=N/O)C(C)(C)NO)cc1,-0.3,0.0,15,2,97,-17,-3,1.1,96,3
Cc1cc(C)n2nc(SCC(=O)N(Cc3ccccc3)C3CCS(=O)(=O)C3)nc2n1 (stereo not drawn),0.1,-0.1,1,1,97,-5,-5,1,101,1
CCOC(=O)/C(O)=C/c1ncc(C(F)(F)F)cc1Cl,0.0,1.3,-8,-2,101,2,-6,1.2,111,-1
CCN(CC)S(=O)(=O)c1ccc(C(=O)NCc2nnc(SCC(=O)OC)n2C)cc1,-0.1,0.6,-10,-1,94,-1,-3,0.95,103,6
CCOCCCNC(=O)c1ccc(OC(C)=O)cc1,0.1,0.6,-3,0,95,-4,-1,0.95,100,6
CC1(C)C(=O)Nc2ccccc2N1C(=O)COc1ncnc2ccccc12,0.1,1.5,10,6,103,3,-4,0.95,100,-4
Cc1cccc(-c2c3c(=O)n(C)c(=O)n(C)c3cn2CC2CCCO2)c1 (stereo not drawn),-0.1,0.5,-1,-4,99,-15,-1,0.96,109,1
O=C(Oc1ccc(N2C(=O)CCC2=O)cc1)c1ccccc1Cl,-0.3,0.0,-2,0,97,14,-3,0.79,104,3
O=C(CSc1nc2ccccc2c(=O)n1-c1ccccc1Cl)Nc1cccc(S(=O)(=O)N2CCOCC2)c1,-0.1,0.0,-12,9,107,3,-4,0.47,99,-8

# Screening results: PubChem BioAssay, several laboratories
